Compound activity (PubChem)
Tat export inh: E. coli Tat export inhibitors, primary screen, MC4100, TorA-mCherry reporter, fluorescence, single point. 340,000 compounds, 0.036% hits. inhibition, % at 10 µM;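 active means mean replicate inhibition at least 50% and at least half of replicates individually reaching 50%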;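 further: exported cargo escapes ClpAP degradation while cytoplasmic cargo is degraded and loses fluorescence; 0% = median of neutral control wells and 100% = median of NaSCN control wells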
HTR5A ag ctr: HTR5A agonists in luminescence cell assay, primary screen, counter-screen for OPRM1-OPRD1 heterodimer agonist project, full-deck HTS; AID 504692, 2011; 340,000 compounds, 0.61% hits; cell-based; activation, % at 9.3 µM; in the data active means activation mostly above about 9.5%, no sharp cut-off; inactive means mostly below about 7.6%;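 further: 0% = cells with vehicle only and 100% = reference agonist; strong numbers were not always called active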
Target sequence (P47898 whole entry, looked up): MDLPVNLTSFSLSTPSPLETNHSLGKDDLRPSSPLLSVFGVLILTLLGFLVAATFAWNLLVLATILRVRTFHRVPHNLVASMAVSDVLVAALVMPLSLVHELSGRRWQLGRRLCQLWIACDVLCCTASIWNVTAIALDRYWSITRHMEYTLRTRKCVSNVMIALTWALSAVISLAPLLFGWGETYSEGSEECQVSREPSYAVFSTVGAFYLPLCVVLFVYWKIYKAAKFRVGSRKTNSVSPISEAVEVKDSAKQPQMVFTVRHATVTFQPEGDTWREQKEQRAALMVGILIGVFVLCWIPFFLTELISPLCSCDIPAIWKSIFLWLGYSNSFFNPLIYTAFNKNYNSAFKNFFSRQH
CDK5 inh: inhibitors of human CDK5/p35 kinase, primary screen, biochemical, single concentration; Recombinant CDK5/p35, ADP-Glo luminescence, 60 min; 330,000 compounds, 0.01% hits; inhibition, % at 10 µM;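 active means highest replicate inhibition of at least 50% and at least 75% of replicates reaching 50%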;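 further: plate controls were DMSO neutral control for no effect and GW8510 at 10 µM for full effect; many of its hits are not listed in these tables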
Target sequence (Q00535 whole entry, looked up): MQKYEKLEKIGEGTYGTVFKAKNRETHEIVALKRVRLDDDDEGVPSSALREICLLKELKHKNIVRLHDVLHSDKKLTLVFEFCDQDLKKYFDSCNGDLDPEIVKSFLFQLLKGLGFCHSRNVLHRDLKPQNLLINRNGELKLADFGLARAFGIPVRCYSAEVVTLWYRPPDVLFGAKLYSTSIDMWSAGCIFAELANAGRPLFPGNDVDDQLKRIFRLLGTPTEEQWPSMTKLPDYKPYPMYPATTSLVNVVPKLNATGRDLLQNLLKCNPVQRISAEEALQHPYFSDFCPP
Target sequence (Q15078 whole entry, looked up): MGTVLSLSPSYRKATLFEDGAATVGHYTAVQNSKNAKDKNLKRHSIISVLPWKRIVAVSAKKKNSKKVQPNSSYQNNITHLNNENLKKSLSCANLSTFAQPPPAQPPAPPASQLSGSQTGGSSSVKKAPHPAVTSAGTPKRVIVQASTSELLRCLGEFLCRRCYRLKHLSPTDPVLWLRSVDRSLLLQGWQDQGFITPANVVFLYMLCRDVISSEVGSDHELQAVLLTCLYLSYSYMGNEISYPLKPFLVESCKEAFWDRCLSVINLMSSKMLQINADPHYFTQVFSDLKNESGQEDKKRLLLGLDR
DAGLB inhibitor: DAGLB lipase inhibitors, primary screen, biochemical, fluorescence, HTS; Diacylglycerol lipase-beta (Homo sapiens), Q8NCG7; HEK293T DAGLB membrane lysate, EnzChek fluorogenic substrate; inhibition, % at 5.17 µM; 340,000 compounds, 0.059% hits; AID 504411, 2011; in the data active means inhibition above about 34%;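 further: 0% = enzyme with vehicle and 100% = wells lacking enzyme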
SUMO Mot1 rescue: yeast Mot1-301 growth rescue at high temperature, primary screen, SUMOylation pathway inhibitor project, S. cerevisiae, ATP luminescence, 38.5C | growth rescue, % at 18.8 µM | 320,000 compounds, 1% hits | S. cerevisiae Mot1-301 growth rescue; percent above DMSO median, 100 means doubled | AID 2716, 2010;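 active means every valid replicate shows activation above 250% relative to neutral control wells; inactive means the rest, any valid replicate at or below 250%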;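 further: OY570 slx delta 5 strain wells were the positive control but not used for scaling; some compounds called inactive have numbers as strong as hits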
HTR5A inv ag: HTR5A inverse agonists in luminescence cell assay, primary screen, counter-screen for OPRM1-OPRD1 heterodimer inverse agonist project, full-deck HTS; 5-hydroxytryptamine receptor 5A (Homo sapiens), P47898; HTR5A cell line, inverse agonism; inhibition, % at 9.3 µM; 340,000 compounds, 0.083% hits; in the data active means inhibition mostly above about 23%, no sharp cut-off; inactive means mostly below about 18%;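 further: 0% = cells with DMSO and 100% = no-cell wells with DMSO; some compounds called inactive have numbers as strong as hits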
PKA-R2B act: activators of PKA-R2B holoenzyme, primary screen, biochemical, fluorescence polarization, Cy5-IP20, human; PKA-R2B holoenzyme dissociation; R2B truncated from residue 108, S112A mutant; 0% DMSO only, 100% 113 µM cGMP; AID 504700, 2011; activation, % at 11.4 µM; cAMP-dependent protein kinase catalytic subunit beta (Homo sapiens) + cAMP-dependent …; 340,000 compounds, 0.079% hits;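 active means activation above a cutoff set at the mean over all compounds plus 3 SD, cut at about 18% in these data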;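 further: higher means more holoenzyme dissociation and a rise in polarization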
PKA-R1A act: activators of PKA-R1A holoenzyme, primary screen, biochemical, fluorescence polarization, Cy5-IP20, bovine R1A, mouse PKAc | 340,000 compounds, 0.083% hits | PKA-R1A dissociation; scaled: DMSO 0%, 113 µM cGMP 100% | AID 504707, 2011 | activation, % at 11.4 µM;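 active means percent activation above the mean of all tested compounds plus 3 SD, cut at about 19% in these data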;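 further: higher means more PKAc released from R1A so a rise in polarization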
AddAB inh: growth inhibition of E. coli expressing H. pylori AddAB, primary screen, AddAB inhibitor project, absorbance | inhibition, % at 11.9 µM | 330,000 compounds, 0.29% hits; in the data active means inhibition above about 12%;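 further: 0% = vehicle wells of infected cells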
E coli growth: E. coli V3065 growth inhibition, primary screen, counter-screen for AddAB inhibitor project, absorbance, OD600; 330,000 compounds, 0.27% hits; AID 449728, 2010; inhibition, % at 11.9 µM; 18 h;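 active means inhibition above the campaign's mean inhibition across all tested compounds plus 3 SD, cut at about 9.9% in these data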;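 further: uninfected addAB+ strain grown without phage in ampicillin broth; 0% = DMSO wells and 100% = ciprofloxacin 0.95 µg/ml wells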
phage Ecoli inh: growth loss of phage-infected E. coli, primary screen, RecBCD inhibitor project, absorbance, with phage, HTS; 360,000 compounds, 0.26% hits; inhibition, % at 11.9 µM; AID 651602, 2012; in the data active means inhibition above about 11%
An asterisk follows results filed as active; . = no result given. An unsorted share of the library (roughly 2.3% active in at least one column).

smiles	phage Ecoli inh	AddAB inh	HTR5A ag ctr	SUMO Mot1 rescue	Tat export inh	DAGLB inhibitor	E coli growth	PKA-R1A act	PKA-R2B act	HTR5A inv ag	CDK5 inh
COc1ccc(NC(=O)c2ccc(-c3csc(C)n3)cc2)cc1	-0.2	1.6	4.0	795.7*	-2.2	-1.0	-0.1	-3.9	8.7	-14.9	0.7
OC(CNCC1COc2ccccc2O1)COc1ccc(Cl)cc1 (stereo not drawn)	1.9	1.0	9.6*	-2.9	5.9	-6.2	-5.4	0.6	6.5	-35.5	-0.2
COc1ccc(CN(Cc2nc3ccccc3c(=O)[nH]2)C(=O)C(C)(C)C)cc1	-0.6	0.0	1.0	.	-9.1	0.9	0.4	-0.7	7.8	-3.5	-0.8
O=C(COC(=O)c1ccc2c(c1)OCO2)Nc1ccccc1OC(F)F	0.3	0.5	2.9	3.6	-6.2	-8.6	-0.9	-8.1	-4.6	-7.1	-0.8
CC1(C)CC(NC(=O)C2CCCCC2C(=O)O)CC(C)(C)N1 (stereo not drawn)	0.6	1.2	0.0	19.3	6.2	1.1	2.3	16.8	4.5	-4.7	-0.6
O=C(CCCN1C(=O)/C(=C/c2ccccc2Cl)SC1=S)N1CCCC1	2.5	2.8	-0.8	11.1	20.0	-6.9	-0.8	-14.8	3.3	3.4	-0.1
O=C(NC1(C(=O)O)CCCC1)c1ccccc1	3.2	.	-4.8	.	6.8	-1.0	.	4.5	-2.1	18.9	0.2
CC(=O)c1c(COC(=O)c2cccc(C)c2)nc2ccccc2[n+]1[O-]	1.5	0.6	12.5	-18.9	13.2	-4.2	1.1	-6.8	7.3	-32.5	-1.3
Fc1ccccc1CSc1ncnc2c1oc1ccccc12	3.1	1.3	1.1	16.3	-8.4	-8.8	0.1	-2.8	1.4	-21.5	0.6
C=CCn1c(SCC(=O)N2CCc3ccccc3C2)nc2ccccc2c1=O	3.4	2.3	4.7	95.2	-1.5	-5.3	0.3	5.3	11.8	-17.0	1.0
COc1cc(/C=N/NC(=O)CCC(=O)Nc2ccc(C)cc2)ccc1O	4.0	-0.8	-7.5	-3.3	-0.3	-2.6	0.8	1.9	5.9	-5.7	-1.6
CCOc1cc(C2NC(=O)CCC2[N+](=O)[O-])cc(Br)c1OC (stereo not drawn)	1.5	-0.2	0.2	-0.1	2.1	-1.1	-0.1	3.5	-12.4	-0.9	0.0
Cc1cccc2c(CC(=O)Nc3ccccc3)noc12	3.7	2.0	4.0	11.6	16.4	-1.3	1.1	4.8	3.9	-18.5	1.0
CCCOc1ccc(-c2nnc(-c3cccs3)o2)cc1	1.7	1.7	-6.7	1.5	-9.0	-15.1	-1.8	-5.9	-1.1	15.9	-0.1
O=C(NCCCN1CCCC1=O)c1cc(=O)c2ccccc2o1	-1.6	0.0	-1.6	.	-5.8	-2.3	2.8	2.5	12.5	4.3	-0.2
COc1ccc(C(=O)N2CCc3cc(OC)c(OC)cc3C2)cc1OC	2.9	1.2	11.7	-25.0	-4.4	-3.5	2.8	-13.0	-10.4	-31.4	-2.6
Cc1cc2c(N)cccc2nn1	1.6	-0.1	3.9	7.9	-4.0	-8.4	-1.7	-6.4	-0.8	-18.8	-0.3
COc1ccc(CC(=O)Nc2ccc(S(=O)(=O)Nc3nccc(C)n3)cc2)cc1	0.1	0.6	5.2	-7.0	-2.9	3.5	-0.6	13.0	5.2	0.1	-2.1
Cc1[nH]c2ccccc2c1C(=O)C(C)OC(=O)c1ccc(NC(=O)CC#N)cc1 (stereo not drawn)	-1.5	-1.4	7.6	1.4	3.6	0.1	-3.0	-5.7	6.4	-19.7	-1.8
Cc1nn(CC(C)C)c(Cl)c1C(=O)N(c1ccc(Cl)cc1F)S(C)(=O)=O	0.3	-0.6	4.4	14.3	-0.8	-4.0	-1.4	4.0	7.5	2.4	0.8
CCOc1ccc(CN(C)C(=O)CCNC(=O)c2ccco2)cc1	2.5	-0.3	0.0	0.7	-12.7	-2.1	-0.5	10.3	0.4	0.6	1.2
O=C1N[C@@H](c2ccccc2)COC(=O)[C@H](Cc2ccc(F)cc2)CC/C=C/C[C@H]1CC(=O)N(CCO)Cc1ccccc1	0.1	1.2	1.6	-3.9	7.3	-0.7	-5.0	-17.7	0.9	-5.9	1.1
CC1(C)Cc2c(sc3ncn4nc(CCC(=O)O)c(=O)nc4c23)CO1	1.4	-0.8	-5.2	.	1.9	0.3	-1.4	-3.9	1.5	-0.5	-0.4
COC(=O)c1c(N)c(C#N)c2n1CCCCC2	0.7	-1.8	-1.6	-5.6	2.0	1.5	-1.7	-1.1	4.0	-23.7	-0.9
COc1cccc(/C=N/NC(=O)CCCC(=O)Nc2ccc(Br)cc2)c1	5.1	-0.2	0.4	.	-10.3	1.6	2.1	-5.8	-15.9	-19.8	1.2
CCOc1ccccc1C(=O)Nc1nn[nH]n1	4.2	3.1	1.7	-2.9	3.4	-1.2	2.7	-9.3	-1.3	-4.4	0.0
COc1ccccc1C(=O)Nc1ccc(S(=O)(=O)N2CCCCC2)cc1	2.7	2.2	-2.7	-16.9	13.7	1.7	1.4	-0.2	2.4	7.5	-1.2
C/C(=C\C(=O)c1ccc(C)cc1)Nc1cccc(O)c1	0.6	0.6	-1.6	9.4	-5.4	0.2	1.2	-4.9	0.3	-23.4	-2.1
NS(=O)(=O)c1ccc(CNC(=O)c2ccc(NS(=O)(=O)c3ccc4[nH]c(=O)[nH]c4c3)cc2)cc1	4.3	0.7	1.2	-7.6	-4.1	-1.8	1.3	-3.6	-2.2	10.2	-0.9
O=C1CN(C(=O)/C=C/c2ccccc2)CCN1	1.7	-0.2	-1.2	-3.0	-5.0	-2.9	0.7	10.0	1.7	4.2	1.1
CCCCCc1nc2ccccc2c(=O)n1N	0.4	1.6	5.3	-26.4	0.7	0.3	-1.5	7.3	-7.5	8.6	-1.7
O=C(COC(=O)CCc1nc2ccccc2n1-c1ccccc1)Nc1ccc(N2CCCCC2)cc1	2.5	-3.8	-2.8	15.3	-6.5	3.0	-3.5	-6.7	11.5	7.0	0.7
Cc1cc(-c2nc(C)c(C(=O)NNC(=O)NC(C)C)s2)no1	1.9	1.6	-3.8	-9.4	-5.3	-1.0	-1.2	-9.4	4.0	7.2	0.4
Cc1c(-c2ccccc2)nc2ccccc2c1C(=O)Nc1ccncc1	2.4	1.2	3.4	-9.4	-4.9	0.9	-0.2	4.4	5.7	-33.4	1.0
O=C(CN1C(=O)S/C(=C\c2ccccc2)C1=O)Nc1cc([N+](=O)[O-])ccc1O	1.9	4.0	1.4	-1.1	-0.8	12.8	1.2	-9.9	-0.4	-4.0	0.3
CCCS(=O)(=O)N1CCCC(C(=O)N2CCN(c3ccccn3)CC2)C1 (stereo not drawn)	1.8	2.8	1.3	-1.9	-3.2	-2.7	1.3	2.1	-12.7	-4.7	0.6
CCc1cc(-c2n[nH]c(C)c2Oc2ccc(C(C)C)cc2)c(O)cc1O	3.3	0.0	-4.7	7.0	14.9	0.5	0.3	-7.4	-10.4	11.1	-0.5
COc1ccc(-c2cc(C(=O)Nc3cccc(C(C)=O)c3)no2)cc1	2.3	0.7	-1.2	.	-1.5	1.8	-3.2	-2.5	-4.2	3.1	-1.0
O=C(COC(=O)c1ccc(S(=O)(=O)N2CCCC2)cc1)Nc1cccc(Cl)c1	2.9	2.5	-4.3	-14.8	5.7	-4.5	1.8	-9.4	15.5	10.6	1.1
Cc1ccc(C(=O)N/C(=C/c2cccs2)C(=O)N2CCCCC2)cc1	1.7	3.6	0.1	13.6	2.7	-0.4	0.1	2.0	-12.9	-0.3	-2.2
O=S(=O)(c1ccc(Br)c2ccccc12)N1CCCC1	3.2	3.7	4.5	10.5	-4.9	-5.5	-0.9	0.9	-12.2	19.7	0.2
Cc1c(C(=O)O)c(C(=O)O)c2n1CCS2	2.2	-2.3	-0.2	-12.2	19.2	-0.3	-2.9	-12.7	-4.0	0.5	-5.6
Cc1ccc(C(=O)CCNc2ccc(Cl)cc2)o1	4.6	1.8	-1.8	64.1	1.6	-0.4	-1.9	0.8	8.5	-9.5	-2.3
O=C(Nc1ccc2c(c1)OCCO2)c1c(F)c(F)c(F)c(F)c1F	0.5	1.0	5.2	0.1	-11.1	-5.8	-2.4	0.3	-3.8	-13.1	0.7
c1ccn(-c2ccc(-c3ccn[nH]3)cc2)c1	5.4	7.3	-1.8	17.2	-5.9	-1.4	5.2	-9.8	-0.7	3.8	1.6
COCCCNC(=O)c1cc2c(=O)n3cccc(C)c3nc2s1	3.5	0.2	0.6	10.1	-11.9	2.3	-0.1	5.4	-3.8	-2.2	-0.6
Cc1c(NC(=O)Cn2nc(C(=O)O)c3ccccc3c2=O)c(=O)n(-c2ccccc2)n1C	-0.9	1.6	7.7	4.1	9.6	0.1	-2.1	-0.8	1.2	-21.1	-2.3
COc1ccc(OCC(=O)OCC(=O)N2CC(=O)Nc3ccccc32)cc1	1.5	0.3	-2.6	-3.0	-6.4	2.2	1.1	2.5	-10.1	4.2	-0.3
CS(=O)(=O)Nc1ccc(OCc2ccccc2)cc1	4.4	2.1	0.8	2.1	0.4	1.8	-0.4	4.7	-1.0	-12.0	0.1
C/C(=N\NC(=O)OC(C)(C)C)c1ccc[nH]1	3.4	3.1	11.5	45.4	-1.1	-3.2	-1.5	-13.3	-18.2	-19.0	-7.7
Oc1c(C=NCc2ccccc2)sc2ccccc12	1.6	1.1	-1.8	-6.5	10.4	0.9	2.3	-12.1	-9.8	5.1	1.8

Some of these compounds in order of SMILES length, ascending.
smiles	phage Ecoli inh	AddAB inh	HTR5A ag ctr	SUMO Mot1 rescue	Tat export inh	DAGLB inhibitor	E coli growth	PKA-R1A act	PKA-R2B act	HTR5A inv ag	CDK5 inh
Oc1c(C=NCc2ccccc2)sc2ccccc12	1.6	1.1	-1.8	-6.5	10.4	0.9	2.3	-12.1	-9.8	5.1	1.8
CS(=O)(=O)Nc1ccc(OCc2ccccc2)cc1	4.4	2.1	0.8	2.1	0.4	1.8	-0.4	4.7	-1.0	-12.0	0.1
Cc1c(NC(=O)Cn2nc(C(=O)O)c3ccccc3c2=O)c(=O)n(-c2ccccc2)n1C	-0.9	1.6	7.7	4.1	9.6	0.1	-2.1	-0.8	1.2	-21.1	-2.3
